Eya2 inh: inhibitors of human Eya2 phosphatase activity; AID 488837; 330,000 compounds, 0.006% hits; recombinant Eya2, OMFP fluorescence dephosphorylation (OMFP is methylfluorescein phosphate); Potency, µM (titrated, usually from 76.9 µM), inactives show at the top dose activity, negative = inhibition, actives largely listed as inhibitors; note: potency is the fitted concentration of half-maximal effect; % is set by controls: 0 for no effect and ±100 for the full control effect
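Eya2 (0.2 uM) preincubated 10 min at ambient with compound, then OMFP substrate added at 50 uM; 10 min reaction in 50 mM HEPES pH 7.5, 50 mM NaCl, 5 uM MgCl2, 0.05% BSA, 1 mM DTT. Fluorescence read at Ex 485/Em 525 nm.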
PTAP TSG101 blk: blocks PTAP/TSG101 interaction to inhibit HIV-1 budding; 340,000 tested, under 10 active; Fluorescence polarization, FITC-PTAP peptide / Tsg101 binding; AID 493005; Q99816; Potency, µM (highest dose often 115 µM), without a hit: at the highest dose activity change, negative = inhibition, actives largely listed as inhibitors; active = well fitted inhibition curve with a large enough effect in the main read-out, with a control signal flat, not every such curve was filed as active; inconclusive = small, poorly fitted or top-dose-only effect, or effect the other way, or a change in a side signal; inactive = no such curve, though single readings can be large or run the other way; note: potency is the fitted concentration of half-maximal effect; % of control where 0% means no effect
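FP read-out: FITC-PTAP peptide, 50 nM final, binding Tsg101 binding domain, 10 uM final; 20 min, r.t.; 10 mM HEPES pH 7.5, 0.15 M NaCl, 0.01% Tween 20, 3 mM EDTA, 0.1 mM TCEP.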
ASM inhibitor: human S-ASM enzyme inhibition; P17405; placental ASM, HMU-PC fluorogenic substrate, 60 min; Potency, µM (series often up to 57.5 µM), inactives show at the top dose activity change, negative = inhibition, hits mostly inhibitors; 340,000 compounds, 0.006% hits; AID 504937; note: potency is the fitted concentration of half-maximal effect
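qHTS format. ASM enzyme prepared from human placenta hydrolyses the fluorogenic substrate HMU-PC0 (9 uM final) over 60 min at 37 °C after a 10 min compound preincubation.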
p53 reactivator: mutant p53 re-activation in reporter cells. H1299 p53-A138V BP100-luciferase reporter, luminescence, 24 h. Potency, µM (series often up to 92.2 µM), for the others: at the highest dose activity change, positive = activation, actives largely listed as activators. 320,000 compounds, 0.063% hits. AID 504706; note: potency is the fitted concentration of half-maximal effect; % of control where 0% means no effect; nearly all actives have a fitted effect of over 45% in size
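H1299 (p53-null), stable ts p53-A138V + BP100-Luc; 1000 cells/well, Opti-MEM/10% FBS; cpd 4 pt, 1:5; 24 h, 37 deg C, 5% CO2; detection reagent 10 min RT; luminescence.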
uPA generation: inhibitors of cell surface uPA generation. cell surface uPA generation assay, qHTS. Potency, µM (highest dose often 38.3 µM), for inactives: at the highest dose activity change, negative = inhibition, hits mostly inhibitors. 330,000 compounds, 0.31% hits; active = well fitted inhibition curve with a large enough effect; inconclusive = small, poorly fitted or top-dose-only effect; inactive = no such curve, though single readings can be large or run the other way; tested in mouse RAW 264.7 cells; note: potency is the fitted concentration of half-maximal effect; % is set by controls: 0 for no effect and ±100 for the full control effect; nearly all actives have a fitted effect of over 55% in size
Integrin act MD: integrin-mediated muscular dystrophy alleviation activation. AID 624291. 350,000 compounds, 0.064% hits. Potency, µM (series often up to 38.3 µM), for the others: top-dose activation, most hits filed as activators. alpha7betagal myoblasts, beta-gal FDG fluorescence, 48 h;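 note: potency is the fitted concentration of half-maximal effect; 100% = response of the positive control SU9516; nearly all actives have a fitted effect of over 60% in size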
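alpha7betagal+/- myoblasts (passage 13, 250/well) treated 48 h at 37C with compounds at 1:260 dilution of DMSO stock. Lysed, then beta-galactosidase activity read as FDG fluorescence (ex 480/em 540) after 30 min, with pre-read for autofluorescence.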
TRPV1 ag: activates the human vanilloid receptor TRPV1; 320,000 compounds, 0.19% hits; TRPV1-expressing cells, Fluo-8 calcium influx, agonist mode; AID 540275; activation, % at 8.33 µM; in the data active = activation above about 80%; inconclusive = between about 30% and that limit; note: 0% is about no effect
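TRPV1-expressing cells were cultured overnight at 35.5C and loaded with Fluo-8 calcium dye for 40 to 90 min at room temperature. After a 10 s baseline, compound was added and calcium influx was read kinetically for 3 min (ex 480/em 520 nm).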
B2AR arrestin: beta2AR (human) beta-arrestin recruitment activity | beta-arrestin recruitment to beta2AR, cell-based reporter | Potency, µM (titrated, usually from 46.1 µM), for inactives: at the highest dose activation, hits mostly activators | 330,000 compounds, 0.02% hits | AID 492947;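 note: potency is the fitted concentration of half-maximal effect; 0% = DMSO controls and full agonism = EC100 isoproterenol or metaproterenol; nearly all actives have a fitted effect of over 65% in size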
Target sequence (P07550 whole entry, looked up): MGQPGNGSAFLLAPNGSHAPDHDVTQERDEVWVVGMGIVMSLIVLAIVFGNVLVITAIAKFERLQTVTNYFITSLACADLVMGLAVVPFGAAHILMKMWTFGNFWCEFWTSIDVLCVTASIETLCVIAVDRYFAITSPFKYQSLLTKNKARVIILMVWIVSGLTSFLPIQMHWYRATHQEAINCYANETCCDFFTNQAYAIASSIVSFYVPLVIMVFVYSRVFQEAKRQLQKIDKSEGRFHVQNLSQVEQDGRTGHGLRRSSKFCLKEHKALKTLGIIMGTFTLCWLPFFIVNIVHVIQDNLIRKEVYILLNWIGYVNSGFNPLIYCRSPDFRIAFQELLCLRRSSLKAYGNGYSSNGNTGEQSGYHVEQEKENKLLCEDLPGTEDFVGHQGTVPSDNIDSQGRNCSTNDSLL
BRCA1 expr act: activators of BRCA1 expression | MCF7-BRCA1-FFLuc reporter, luminescence, 48 h; response scale: scaled: vehicle 0%, 10 µM genistein 100% | Potency, µM (top dose mostly 46.1 µM), for the others: at the top dose activation, usual class: activators | 380,000 compounds, 1.1% hits | AID 624202; note: potency is the fitted concentration of half-maximal effect; nearly all actives have a fitted effect of over 80% in size; some results filed as inactive show a strong effect at the top dose
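MCF7 cells carrying a BRCA1-firefly luciferase reporter (2000 cells/well, phenol-red free MEM) were attached for 2 h at 37 °C, then given compounds for 48 h. Luminescence was read 15 min after luciferase reagent; activity normalized to genistein (10 microM) and DMSO.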
ELG1 genotoxic: inducers of genotoxicity in HEK293T ELG1-luciferase cells; Potency, µM (top dose mostly 46 µM), without a hit: at the top dose activity change, positive = activation, hits mostly activators; 330,000 compounds, 1.3% hits; HEK293T ELG1-luciferase reporter, luminescence, 16 h; note: potency is the fitted concentration of half-maximal effect; % of control where 0% means no effect; nearly all actives have a fitted effect of over 60% in size
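ELG1-luciferase HEK293T cells, 2,000/well; compound pinned in; 16 hr, 37 °C, 5% CO2; ONE-Glo, 30 min RT; luminescence on CCD imager.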
USP2a inh: inhibitors of human ubiquitin-specific protease USP2a; 330,000 compounds, 0.01% hits; Potency, µM (highest dose often 38.3 µM), for inactives: at the top dose activity change, negative = inhibition, actives largely listed as inhibitors; USP2 core, Ub-CHOP2 coupled fluorogenic reporter, 485/531; O75604;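 note: potency is the fitted concentration of half-maximal effect; plate controls were DMSO wells for no effect and full inhibition by NEM control for full effect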
Target sequence (O75604 whole entry, looked up): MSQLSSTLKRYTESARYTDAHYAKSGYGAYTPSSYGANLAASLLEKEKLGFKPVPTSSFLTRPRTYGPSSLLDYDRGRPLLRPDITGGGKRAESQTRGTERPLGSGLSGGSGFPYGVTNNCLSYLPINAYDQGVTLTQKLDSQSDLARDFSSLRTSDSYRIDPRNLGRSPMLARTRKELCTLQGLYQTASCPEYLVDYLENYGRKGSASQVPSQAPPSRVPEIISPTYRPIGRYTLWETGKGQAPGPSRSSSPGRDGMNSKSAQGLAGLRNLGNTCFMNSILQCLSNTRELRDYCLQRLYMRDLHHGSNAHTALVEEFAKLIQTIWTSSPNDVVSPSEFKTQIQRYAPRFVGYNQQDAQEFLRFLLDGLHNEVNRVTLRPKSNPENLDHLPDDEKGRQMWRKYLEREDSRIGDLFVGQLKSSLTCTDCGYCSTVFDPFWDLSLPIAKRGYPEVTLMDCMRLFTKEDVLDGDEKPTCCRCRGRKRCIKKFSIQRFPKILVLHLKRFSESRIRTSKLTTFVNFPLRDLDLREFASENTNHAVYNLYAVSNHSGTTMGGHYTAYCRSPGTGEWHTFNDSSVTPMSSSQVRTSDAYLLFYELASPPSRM
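Cell-free coupled assay: 10nM USP2 core preincubated 30min RT with compound in Tris-HCl pH 8.0/CaCl2/CHAPS buffer, then 25nM Ub-CHOP2 and 25nM reporter substrate; fluorescence (Ex 485/Em 531) read after 60min RT, normalized to NEM inhibition, concentration-response curves fitted.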
An asterisk follows results filed as active; i = inactive; ? = inconclusive; / = not tested or not shown; [ ] = dose if it differs, or a comment. Unless noted, calls come from the whole dose curve; as a rule, active = well fitted curve in the direction sought with a large enough effect; inconclusive = small, poorly fitted or top-dose-only effect, or another doubt; inactive = no such curve, though single readings can be large; an effect the other way counts as inactive or inconclusive.

Key to letters – A = Eya2 inh; B = PTAP TSG101 blk; C = ASM inhibitor; D = p53 reactivator; E = uPA generation; F = Integrin act MD; G = TRPV1 ag; H = B2AR arrestin; I = BRCA1 expr act; J = ELG1 genotoxic; K = USP2a inh
CC(NCCO)C(=O)C12CC3CC(CC(C3)C1)C2 (configuration not stated)
  A: -18%; B: -5%; C: 6%; D: -18%; E: 5%; F: 13%; G: 0; H: -0.7%; I: 51%; J: 1%; K: 4%

Cc1cc(C)c(S(=O)(=O)Nc2ccc(C(N)=O)cc2)c(C)c1
  A: -3%; B: 0%; C: 2%; D: -2%; E: 4%; F: 4%; G: 1; H: 0.1%; I: -26%; J: -1%; K: 3%

COc1ccc(NC(=S)NCc2ccc(F)cc2)c(OC)c1
  A: 11%; B: -12%; C: 4%; D: /; E: 4%; F: 19%; G: -1; H: 0.1%; I: -6%; J: 0%; K: 2%

Cc1noc(C)c1S(=O)(=O)N(C)C[C@H]1Oc2ccc(NC(=O)C3CC3)cc2C(=O)N([C@H](C)CO)C[C@@H]1C
  A: 6%; B: -4%; C: 6%; D: -3%; E: -4%; F: -8%; G: /; H: 0.1%; I: 4%; J: -1%; K: 7%

CN(C)C(=S)Nc1ccc2c(c1)OCO2
  A: 8%; B: -5%; C: 0%; D: -1%; E: -2%; F: 20%; G: 0; H: -0.1%; I: -13%; J: 2%; K: 6%

COc1cc2nc(CN(C)Cc3ccc(SC)cc3)[nH]c(=O)c2cc1OC
  A: -7%; B: -4%; C: 1%; D: 0%; E: -6%; F: -27%; G: 1; H: 0.0%; I: -15%; J: -1%; K: 9%

c1cc2c3c(cccc3c1)C(N1CCCCC1)=N2
  A: 21%; B: -11%; C: -12%; D: -9%; E: -3%; F: -10%; G: 9; H: 0.0%; I: 4%; J: -1%; K: 1%

CC1=NC(=O)C(N=Nc2cccc(O)c2)N1c1ccccc1 (configuration not stated)
  A: 7%; B: -7%; C: -13%; D: ?; E: /; F: -20%; G: -1; H: -0.4%; I: -40%; J: 15µM*; K: 1%

Fc1ccc(CSc2nnc(-c3cc4c(s3)-c3ccccc3CC4)o2)cc1
  A: 1%; B: 0%; C: i; D: -3%; E: -10%; F: 20%; G: -4; H: -0.2%; I: -79%; J: -2%; K: 3%

Cn1cccc1-c1nc2ccccc2n1Cc1ccccc1
  A: 11%; B: -4%; C: -4%; D: -2%; E: -1%; F: -11%; G: 13; H: -0.1%; I: -24%; J: -9%; K: -2%

CCOc1ccccc1NC(=O)C(c1ccccc1)N1CCN(CC(=O)N2CCOCC2)CC1 (configuration not stated)
  A: -1%; B: -5%; C: 3%; D: 3%; E: 5%; F: 13%; G: ?; H: 3.0%; I: -14%; J: -3%; K: 0%

N#C/C(=N/Nc1ccc(OC(F)(F)F)cc1)C(N)=S
  A: -3%; B: -7%; C: -10%; D: 22%; E: 7.9µM*; F: -65%[inhibitor]; G: 4; H: -0.4%; I: -30%; J: -3%; K: 1%

CCOc1ccc2nc(NC(=O)CN3C(=O)NC4(CCCC4)C3=O)sc2c1
  A: 7%; B: -3%; C: 1%; D: 19%; E: -3%; F: 30%; G: 6; H: 0.0%; I: ?; J: ?; K: -1%

S=C1CSc2ccccc2N1
  A: -6%; B: 1%; C: -5%; D: 2%; E: 2%; F: -15%; G: -2; H: -1.0%; I: 12%; J: -2%; K: 0%

O=C(Nc1ccc(Cl)c(Cl)c1)c1ccc(Cn2c(=O)[nH]c3ccsc3c2=O)cc1
  A: -3%; B: -1%; C: -6%; D: -19%; E: -12%; F: 7%; G: 2; H: -0.9%; I: -27%; J: -3%; K: 1%

CCOC(=O)CSc1nc(C)cc(C)n1
  A: 16%; B: -3%; C: -1%; D: -1%; E: 0%; F: ?; G: 1; H: 0.0%; I: 0%; J: 4%; K: 1%

CC(C)(C)NC(=O)c1cccc(NC(=O)Cc2ccc(Br)cc2)c1
  A: -6%; B: -2%; C: -5%; D: -3%; E: 1%; F: 2%; G: ?; H: -0.7%; I: -24%; J: -3%; K: 1%

C/C(N)=C(/C#N)C(=O)COC(=O)c1ccc(C#N)cc1
  A: -6%; B: -3%; C: 2%; D: 1%; E: -4%; F: 13%; G: 4; H: 0.0%; I: -23%; J: -7%; K: -1%

CCc1ccc2nc(/N=C(\N)NC(=O)c3ccccc3)nc(C)c2c1
  A: 0%; B: -1%; C: -4%; D: 1%; E: 3%; F: 22%; G: 3; H: -0.7%; I: -30%; J: 4%; K: -3%

CCCS(=O)(=O)Nc1cccc(-c2cn3c(n2)SCC3)c1
  A: -9%; B: -7%; C: 3%; D: -6%; E: 16%; F: 21%; G: 1; H: 0.0%; I: -1%; J: 0%; K: 1%

CC(Cc1ccccn1)NC(=O)CCc1nnc(C2CCCCC2)o1 (configuration not stated)
  A: 3%; B: -4%; C: -1%; D: 12%; E: 0%; F: 5%; G: -1; H: 0.0%; I: 2%; J: 4%; K: 0%

COc1ccc(S(=O)(=O)n2nc(OC(=O)c3ccccc3Br)cc2N)cc1
  A: -29%; B: -5%; C: -2%; D: 10%; E: -5%; F: -32%; G: 0; H: -2.6%; I: -19%; J: 1%; K: 1%

Cc1cccc(NC2=C(C#N)C(=O)NC3(CCCC3)S2)c1
  A: 3%; B: -3%; C: 5%; D: -3%; E: 6%; F: -2%; G: -3; H: -0.5%; I: -5%; J: 1%; K: 5%

CC(C)CN(C(=O)c1ccc(N2CCCC2=O)cc1)c1c(N)n(Cc2ccccc2)c(=O)[nH]c1=O
  A: -8%; B: -1%; C: 31%; D: 9%; E: -10%; F: -7%; G: -2; H: 0.2%; I: -1%; J: -1%; K: 0%

Clc1ccc2[nH]c3c(NCCN4CCOCC4)ncnc3c2c1
  A: 0%; B: -2%; C: 2%; D: -18%; E: -7%; F: -17%; G: 4; H: -0.1%; I: 0%; J: 1%; K: -1%

CC1CCCCC1NC(=O)CCCn1c(=S)[nH]c2ccsc2c1=O (configuration not stated)
  A: 1%; B: -4%; C: -2%; D: -2%; E: -5%; F: -11%; G: 8; H: 0.1%; I: -4%; J: 0%; K: -3%

Cc1ccc(S(=O)(=O)c2c(O)c3ccc(C(=O)O)cc3[nH]c2=O)cc1
  A: -15%; B: -5%; C: 2%; D: 2%; E: -1%; F: -12%; G: 3; H: -0.9%; I: -10%; J: 1%; K: 2%

CCOC(=O)C1=NOC(Cn2cc(C#N)c(=O)n(C)c2=O)C1 (configuration not stated)
  A: -2%; B: -2%; C: 2%; D: 0%; E: 1%; F: -8%; G: 1; H: 0.5%; I: -11%; J: -2%; K: 2%

O/N=C(\c1ccc2c(c1)OCCO2)C1CCCCC1
  A: 1%; B: 0%; C: -2%; D: -16%; E: 1%; F: -14%; G: 24; H: 0.3%; I: -18%; J: -1%; K: 1%

Cc1ccc(CS(=O)Cc2ccc(C(=O)NCc3ccccc3)o2)cc1 (configuration not stated)
  A: -3%; B: -6%; C: -2%; D: -5%; E: -1%; F: -17%; G: 2; H: 0.0%; I: -5%; J: 0%; K: -6%

An excerpt from above, limited to PTAP TSG101 blk.
compound | PTAP TSG101 blk
C/C(N)=C(/C#N)C(=O)COC(=O)c1ccc(C#N)cc1 | -3%
CCc1ccc2nc(/N=C(\N)NC(=O)c3ccccc3)nc(C)c2c1 | -1%

The list continues.
Key to letters – A = Eya2 inh; B = PTAP TSG101 blk; C = ASM inhibitor; D = p53 reactivator; E = uPA generation; F = Integrin act MD; G = TRPV1 ag; H = B2AR arrestin; I = BRCA1 expr act; J = ELG1 genotoxic; K = USP2a inh
O=C(CCN1C(=O)c2ccccc2C1=O)Nc1ccc(-c2cn3ccsc3n2)cc1
  A: -6%; B: -3%; C: -5%; D: ?; E: -6%; F: 15%; G: 0; H: 0.0%; I: 0%; J: ?; K: -5%

O=C(CSc1nc2ccccc2c(=O)[nH]1)N1CCOCC1
  A: -6%; B: -13%; C: 2%; D: 16%; E: 7%; F: 9%; G: 2; H: -0.1%; I: -4%; J: -1%; K: 1%

O=c1cc(N2CCOCC2)[nH]c(=O)n1-c1ccc(Cl)cc1
  A: -2%; B: -4%; C: 3%; D: 2%; E: -22%; F: 2%; G: 1; H: 0.2%; I: 14%; J: 2%; K: -5%

COc1ccc(S(=O)(=O)Oc2ccc3cccc(N)c3c2)cc1
  A: /; B: 1%; C: -3%; D: /; E: -3%; F: -6%; G: /; H: /; I: -14%; J: /; K: /

O=S1(=O)CCC(NC(=S)Nc2ccc3ccccc3c2)C1 (configuration not stated)
  A: ?; B: 2%; C: 1%; D: 10%; E: 1%; F: -22%; G: ?; H: 0.1%; I: ?; J: 8%; K: 0%

Bioassay records (PubChem)
